TEAD-YAP inh – TEAD-YAP interaction inhibition, primary screen, TEAD-YAP interaction inhibitor project, luminescence, HEK-TIYL cells | TEAD-Gal4/YAP UAS-luciferase luminescence | inhibition, % at 9.12 µM | 1.4% of 640,000 active; in the data active means inhibition above about 32%;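 further: 0% = median of test compound wells and 100% = reference inhibitor wells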
FBW7 act – FBW7 E3 ligase activators, primary screen, biochemical, AlphaScreen, human; AlphaScreen FBW7–phospho-cyclin E peptide binding, activator screen; 0.13% of 650,000 active; F-box/WD repeat-containing protein 7 (Homo sapiens), Q969H0; normalized activity (activation), % at 26.1 µM; in the data active means normalized activity above about 1.9%;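 further: purified mutant Fbw7 with reduced substrate affinity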
Target sequence (Q969H0 whole entry, looked up): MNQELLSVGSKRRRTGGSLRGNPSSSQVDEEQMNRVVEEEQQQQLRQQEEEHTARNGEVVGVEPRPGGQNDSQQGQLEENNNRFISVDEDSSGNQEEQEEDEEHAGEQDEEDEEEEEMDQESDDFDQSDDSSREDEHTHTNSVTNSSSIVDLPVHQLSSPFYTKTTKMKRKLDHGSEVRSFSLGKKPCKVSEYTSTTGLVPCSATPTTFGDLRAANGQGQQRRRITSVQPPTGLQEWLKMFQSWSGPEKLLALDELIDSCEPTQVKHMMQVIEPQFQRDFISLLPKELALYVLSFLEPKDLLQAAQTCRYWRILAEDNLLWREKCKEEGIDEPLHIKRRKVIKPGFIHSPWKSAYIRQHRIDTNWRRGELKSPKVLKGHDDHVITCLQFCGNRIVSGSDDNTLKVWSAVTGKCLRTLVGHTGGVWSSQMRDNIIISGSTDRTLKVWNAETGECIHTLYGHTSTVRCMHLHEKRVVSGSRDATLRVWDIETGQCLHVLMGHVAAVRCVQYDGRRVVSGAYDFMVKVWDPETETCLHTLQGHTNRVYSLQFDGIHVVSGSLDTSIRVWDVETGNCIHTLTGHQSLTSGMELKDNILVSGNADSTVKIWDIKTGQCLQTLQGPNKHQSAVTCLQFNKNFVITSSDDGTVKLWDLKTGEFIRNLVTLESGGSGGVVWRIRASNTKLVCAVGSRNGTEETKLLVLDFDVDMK
GPR151 ag – activators of human GPR151, primary screen, cell-based, PathHunter beta-arrestin, luminescence; PathHunter beta-arrestin GPR151 cells; activation, % at 11.2 µM; 1% of 650,000 active; in the data active means activation above about 4.9%;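 further: 0% = median of compound wells and 100% = cells with positive control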
Target sequence (Q8TDV0 whole entry, looked up): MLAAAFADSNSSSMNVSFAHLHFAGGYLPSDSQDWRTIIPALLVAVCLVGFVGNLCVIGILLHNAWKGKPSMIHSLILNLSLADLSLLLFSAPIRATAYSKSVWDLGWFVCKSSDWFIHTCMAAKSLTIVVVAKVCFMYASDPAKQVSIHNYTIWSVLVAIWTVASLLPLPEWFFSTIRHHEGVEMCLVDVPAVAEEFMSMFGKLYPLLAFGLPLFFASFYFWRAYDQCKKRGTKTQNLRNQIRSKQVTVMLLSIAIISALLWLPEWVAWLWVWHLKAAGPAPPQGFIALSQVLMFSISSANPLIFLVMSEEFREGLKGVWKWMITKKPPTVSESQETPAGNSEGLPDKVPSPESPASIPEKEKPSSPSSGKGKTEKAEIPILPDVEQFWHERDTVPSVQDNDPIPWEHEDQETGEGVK
MITF primary – MITF inhibitors, primary screen, biochemical, AlphaScreen, human. Microphthalmia-associated transcription factor (Homo sapiens), O75030. AlphaScreen MITF homodimerization, bead proximity signal. inhibition, % at 2.6 µM. 0.91% of 650,000 active; in the data active means inhibition above about 50%;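 further: 0% = vehicle wells with protein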
The depositor's hits bear a star; & = joins results of further samples.

Compound | TEAD-YAP inh | FBW7 act | GPR151 ag | MITF primary
Cc1c(Cl)cnc(NC(=O)CSc2cccc[n+]2[O-])c1Cl | -2 | -0.1 | -0.3 | -4
CCCCn1c(=O)nc2n(-c3ccccc3C)c3ccccc3cc-2c1=O | 2 | -0.1 | 1.3 | -7
CCNC(=O)N1CCCC(c2nnc(-c3ccccc3F)s2)C1 (configuration not stated) | 38* | -0.2 | -4.6 | -5
NC(=O)c1ccc(-c2cccc(C(=O)NC3CC3)c2)cc1 | -19 | 0.4 | 2.6 | -7
COc1ccccc1/C=C1N=C(/C=C/c2ccc([N+](=O)[O-])cc2)OC/1=O | -2 | 0.0 | 0.1 | 3
CC(=O)N1CCC(N(C2CC2)S(=O)(=O)c2ccccc2S(C)(=O)=O)CC1 | 5 | 0.5 | -0.5 | 23
COc1ccc(NC(=O)Cn2cnc3sc(C(=O)Nc4cccc(Cl)c4)c(C)c3c2=O)c(OC)c1 | 5 | -0.2 | -0.1 | -4
COc1cc(S(=O)(=O)N2CCOCC2)ccc1Br | 8 | 0.7 | 0.0 | 16
COc1cc2nc(-c3ccccc3)nc(NCCN(C(C)C)C(C)C)c2cc1OC | -2 | -0.2 | 2.1 | -11
N#Cc1cc2c(nc1SCCS(=O)(=O)c1nc3ccccc3s1)CCCC2 | -1 | 0.0 | 0.7 | -2
O=C(C#Cc1ccccc1)NCC1CCC2(CCN(Cc3ccccn3)CC2)O1 (configuration not stated) | 3 | -0.1 | -0.6 | -5
C/C(=N\NC(=O)CNc1ccc2ccccc2c1)c1ccccc1O | 6 | 0.6 | 0.9 | 13
O=C(CN1CC(c2ccccc2)CC1=O)NCC1Cc2cc(F)cc(-c3cccnc3)c2O1 (configuration not stated) | 8 | 0.4 | -1.9 | 10
Cc1cc(C)c(S(=O)(=O)Nn2cnnc2)c(C)c1 | -1 | 0.2 | 1.1 | -15
O=C1CCCN1CCCNc1cc(NC2CCN(Cc3ccccc3)CC2)ncn1 | 9&8 | 0.2&0.0 | -1.8&-0.1 | 9&-8
FC(F)(F)c1ccc(NC(=S)N2CCCCC2c2cccnc2)cc1 (configuration not stated) | -2 | 0.9 | -1.2 | 10
COc1ccc(C2(CNC(=O)CC3C(=O)NCCN3C)CCCC2)cc1 (configuration not stated) | -3 | 0.6 | -1.4 | 8
COc1ccccc1C1C(C(=O)OCCOc2ccccc2)=C(C)NC2=C1C(=O)CC(C)(C)C2 (configuration not stated) | 0 | -0.1 | 0.1 | 13
O=C(COc1ccc(/C=N/NS(=O)(=O)c2ccccc2)cc1)NCCc1ccccc1 | 16 | -0.1 | 0.6 | 0
COc1ccc(NC(=O)C(=O)NCC(C)C)cc1Cl | 0 | -0.1 | -0.1 | 1
COc1ccc(OC)c(C2C(C(=O)OC3CCCCC3)=C(C)NC3=C2C(=O)CCC3)c1 (configuration not stated) | 9 | 0.0 | -0.3 | -3
O=C(COc1nc(Cc2ccccc2)nc2sc3c(c12)CCCC3)Nc1ccc(F)c(Cl)c1 | -5 | -0.1 | -0.8 | 7
Clc1ccc(-c2nc(N3CCCCCC3)c3ccccc3n2)cc1 | 3 | -0.1 | -0.2 | 3
Nc1ccc2c(c1)nc(CCCO)n2CCO | 0 | -0.5 | -1.3 | -5
Cc1ccc(CN2CCc3nnc(CCNC(=O)c4ccc(F)cc4)n3CC2)cc1C | -6 | -0.1 | 0.8 | -5
CN1CCN(CCOc2ccccc2C#N)CC1 | -7 | 0.1 | -1.4 | 21
CCOP(=O)(OCC)C(NC(=O)Nc1cccc(Cl)c1)c1ccccc1 (configuration not stated) | -1 | 0.0 | -0.8 | -2
C/C(=N\NC(=O)c1ccc([N+](=O)[O-])cc1)c1ccccn1 | -2 | 0.1 | -0.3 | 4
CCC(c1nnnn1CC1CCCO1)N(CCCO)Cc1cc2cccc(C)c2[nH]c1=O (configuration not stated) | 17 | 0.0 | 1.5 | 4
c1ccc(Nc2nc(NC3CC3)c3ncn(C4CCCCC4)c3n2)cc1 | -6 | 0.1 | -0.5 | 88*

Nothing new here: entries from further up.
Compound | TEAD-YAP inh | FBW7 act | GPR151 ag | MITF primary
CN1CCN(CCOc2ccccc2C#N)CC1 | -7 | 0.1 | -1.4 | 21
CCOP(=O)(OCC)C(NC(=O)Nc1cccc(Cl)c1)c1ccccc1 (configuration not stated) | -1 | 0.0 | -0.8 | -2
C/C(=N\NC(=O)c1ccc([N+](=O)[O-])cc1)c1ccccn1 | -2 | 0.1 | -0.3 | 4
CCC(c1nnnn1CC1CCCO1)N(CCCO)Cc1cc2cccc(C)c2[nH]c1=O (configuration not stated) | 17 | 0.0 | 1.5 | 4
c1ccc(Nc2nc(NC3CC3)c3ncn(C4CCCCC4)c3n2)cc1 | -6 | 0.1 | -0.5 | 88*

Other structures.
Compound | TEAD-YAP inh | FBW7 act | GPR151 ag | MITF primary
O=C(NCCc1nnc2n1CCN(Cc1ccccc1Cl)CC2)c1ccco1 | 4 | 0.1 | 2.1 | -17
CCOC(=O)COc1ccc2c(=O)c(Oc3cc(C)cc(C)c3)coc2c1 | 13 | 0.1 | -0.5 | 1
Cc1ccc(S(=O)(=O)N/N=C/c2cccnc2)cc1[N+](=O)[O-] | -9 | -0.1 | 1.2 | -30
CCOC(=O)C1=C(C)N=c2s/c(=C/c3ccc(-c4ccc([N+](=O)[O-])cc4)o3)c(=O)n2C1c1cc(OC)c(OC)cc1Br (configuration not stated) | -3 | -0.2 | 0.1 | -4
CC(=O)N1CCC(=NNc2nc3ccccc3[nH]2)CC1 | -26 | -0.4 | 0.6 | 82*
CCOC(=O)c1sc(NC(=O)/C=C/c2ccccc2)c(C(=O)OCC)c1C | 10 | 0.0 | 0.7 | 4
COc1ccc(NC(=O)c2[nH]c(C)c(C(C)=O)c2C)cc1 | -41 | 0.0 | -0.6 | 0
CCCc1cc(=O)[nH]c2nnc(SC)n12 | 2 | 0.0 | -1.3 | -6
COc1ccc(-c2cc(C(F)(F)F)n3nc(C(=O)N4CCN(c5cccc(Cl)c5)CC4)cc3n2)cc1OC | 0 | 0.0 | 0.1 | 1
O=C(Cn1nc(-c2ccccc2)ccc1=O)NCCN1CCCC1 | 0 | 0.0 | -1.1 | -3
Clc1cc(Nc2ccnc3ccc(Br)cc23)ccc1Oc1ccc(Cl)c2ccccc12 | 7 | -0.1 | -0.6 | 8
Cc1cc2c(cc1C)N(C(=O)C1CC1)C(C)(C)c1ssc(=S)c1-2 | -6 | -0.3 | -1.1 | 30
O=C(NCc1nc2ccccc2[nH]1)c1csc(-c2csc3ccccc23)n1 | 2 | -0.1 | 0.2 | 1
OCCCNc1ncnc2sccc12 | 5 | 0.0 | 2.8 | -4
COc1ccc(-c2nnc(Nc3ccc4c(c3)nc(C)n4C)c3ccccc23)cc1 | 1 | 0.1 | -0.6 | 9
Cc1ccc(-c2noc(C3CCN(S(C)(=O)=O)CC3)n2)cc1 | -39 | 0.5 | -0.7 | 4
C=CC(C)(C)OCC(O)CN1CCN(c2cc(Cl)ccc2C)CC1 (configuration not stated) | 0 | -0.1 | -1.7 | -10
Cc1cc([N+](=O)[O-])ccc1S(=O)(=O)N1CCOCC1 | -4 | 0.0 | 0.0 | 6
Clc1ccc(-c2nnc3ccc(Cl)nn23)cc1 | 1 | 0.9 | -1.9 | -7
CC1CCc2c(C(=O)NCC3CCCO3)csc2C1 (configuration not stated) | -32 | 0.3 | 0.2 | 9
CCc1ccc2c(c1)C1(SC(NC(C)=O)=NN1C(C)=O)C(=O)N2CC (configuration not stated) | 1 | 0.5 | 0.3 | -12
CC(=O)Nc1ccc(NC(=O)c2cncc(-c3ccc(N4CCN(C)CC4)cc3)c2)cc1 | -15 | 0.1 | -2.1 | -9
CCOC(=O)c1c(NC(=O)CSc2nnc(CNC(=O)c3ccc(OC)cc3)n2C)sc2c1CCCC2 | -1 | -0.1 | 4.2 | 12
COc1ccccc1/C=C1/C(=O)N(c2ccc(I)cc2)N=C1C | 22 | -0.1 | -0.3 | -11
O=c1c(=O)n(-c2cccc(Cl)c2)ccn1Cc1cccc(C(F)(F)F)c1 | 13 | 0.1 | 1.7 | -1
CN1/C(=C/C(=O)COC(=O)C2(C)CC2(Cl)Cl)C(C)(C)c2ccccc21 (configuration not stated) | 2 | -0.1 | -0.4 | 0
CCc1cccc(NC(=O)Oc2ccc(C)c(C)c2)c1 | -11 | 0.0 | 1.4 | -7
Cc1ccc(NC(=O)c2sc(=S)n3c2[nH]c(=O)c2sccc23)c(C)c1 | 9 | -0.1 | -0.2 | 2
CCN(C(=O)CN1C(=O)NC(CCSC)C1=O)c1cccc2ccccc12 (configuration not stated) | -4 | 0.0 | -1.5 | 0
CCOC(=O)c1c(NC(=O)C(C)Sc2nnc(CNC(=O)c3ccc(C)c([N+](=O)[O-])c3)n2CCc2ccccc2)sc2c1CCC2 (configuration not stated) | -5 | -0.1 | -2.6 | -9
Cc1[nH]c2ccccc2c1C(=O)CN1CCN(c2ccccc2)CC1 | -2 | 0.3 | -0.8 | 5
Cc1ccccc1NC(=O)CCC(=O)N/N=C/c1cc(Br)ccc1O | 19 | -0.2 | -0.2 | -24
CC(=O)NC(NC(=S)Nc1ccc(Br)cc1)C(Cl)(Cl)Cl (configuration not stated) | 14 | 0.7 | -0.1 | 8
CCSc1nnc2c(n1)OC(C)Nc1ccc(Br)cc1-2 (configuration not stated) | 3 | 0.0 | 1.3 | 4
CN(C)C1N(C(=O)c2ccc(Cl)cc2)N=C2c3ccccc3S(=O)(=O)N21 (configuration not stated) | 4 | 0.5 | 0.0 | 16
O=C(NCCc1ccc(F)cc1)C(=O)Nc1cccc(C(F)(F)F)c1 | 3 | 0.2 | 3.8 | -8
COC(=O)c1ccccc1-c1cc(C)cc2c1OC(CNC(C)=O)C2 (configuration not stated) | 8 | -0.7 | 1.9 | 0
CCN1C(=O)CC(C(=O)OC)C12CCN(C(=O)CCn1cnc3ccccc31)CC2 (configuration not stated) | 9 | -0.1 | 0.0 | 0
O=C(Oc1ccc2c(C(F)(F)F)cc(=O)oc2c1)c1ccccc1 | 6 | 0.3 | 1.6 | -1
CN1CCCN(C(=O)c2nc3sccn3c2CNCC[C@@H]2C[C@@H]3C=C[C@H]2C3)CC1 | 2 | 0.2 | 1.1 | 7
Cc1nnn(-c2nonc2N)c1C(=O)N/N=C/c1ccc2c(c1)OCO2 | 2 | 0.4 | 0.0 | 6
C/C(=N\NC(=O)COc1cccc(Br)c1)c1ccccn1 | 4 | 0.0 | 1.1 | -5
Cn1ccnc1SCC(=O)NC1CC1 | -4 | 0.0 | -0.6 | 9
Cc1ccc(C(C)C)c(OCC(=O)Nc2ccc(I)cc2C)c1 | 2 | 0.7 | -0.5 | 0
Cc1cccc(CCNc2nc3ccccc3n3nnnc23)c1 | -6 | -0.1 | -1.0 | -2
CC(OC(=O)c1cccc(N2C(=O)C3C4CCC(C4)C3C2=O)c1)C(=O)c1ccccc1 (configuration not stated) | 13 | -0.1 | 0.5 | -14
CC(C)NC(=O)Cn1nc(-c2cccs2)n(-c2cccnc2)c1=O | -4 | 0.0 | -0.1 | 5
O=C(Nc1cccc(NC(=O)c2cncc(Br)c2)c1)c1cccc(Cl)c1 | 11 | -0.1 | -1.4 | -2
O=C(O)c1ccc(NC(=O)c2ccccc2-c2ccccc2C(=O)O)cc1 | -5 | 0.1 | -1.2 | 11
O=C(CCCn1c(SCc2cc(=O)n3cc(Cl)ccc3n2)nc2ccccc2c1=O)N1CCN(c2ccccc2)CC1 | -2 | 0.1 | 1.2 | -14
Cn1c(CNc2nc3ccccc3n2CCN2CCOCC2)nc2ccccc21 | -13 | 0.0 | -1.0 | 12
O=CN1CCN(C(=O)c2ccc3ccccc3c2)CC1 | 4 | 0.5 | -1.0 | 25
CC(=O)Nc1ccccc1NC(=O)C/C(C)=N/NC(=O)C(=O)Nc1cccc(Cl)c1C | -4 | -0.1 | -0.3 | -15
Nc1nc(NCc2cccnc2)cc(NC2CC2)n1 | -4 | -0.2 | -1.1 | -4
COc1ccccc1-n1nc(C(=O)N2CC(C)CC(C)C2)c2ccccc2c1=O (configuration not stated) | 5 | 0.0 | 0.7 | 14
Cc1ccc(Cn2c(SCC(=O)Nc3ccccc3C(F)(F)F)nc3ccsc3c2=O)cc1 | 7 | 0.6 | 2.6 | 17
COc1cccc(-c2nnc3n2N=C(c2ccc(Cl)cc2)CS3)c1 | 1 | -0.1 | -1.8 | -11
CCOC(=O)c1nnc2cc(-c3ccc(Br)cc3)nn2c1C | -5 | 0.1 | -0.5 | 15
OCCC1CN(Cc2ccncc2)CCN1Cc1ccccc1F (configuration not stated) | 4 | 0.2 | 6.6* | 9
COc1cccc(OC)c1C(=O)N1CCN(c2ccc(F)cc2)CC1 | 0 | -0.3 | -0.7 | 4

Next compounds
Compound | TEAD-YAP inh | FBW7 act | GPR151 ag | MITF primary
CCCCC(=O)Nc1ccc(NC(=O)c2ccccc2OC)cn1 | 1 | 0.0 | 1.4 | 1
Clc1ccc(N2CCN(c3ncnc4c3cnn4-c3ccccc3)CC2)cc1Cl | 6 | 0.8 | -0.5 | 13
Cc1c(Br)c(C(F)(F)F)nn1CC(=O)NC(C)c1ccccc1 (configuration not stated) | -5 | 0.1 | -0.4 | -1
Fc1cccc(F)c1CNc1ccc(Br)cn1 | -27 | -0.2 | -0.3 | 20
COC(=O)c1ccc(N2CCOCC2)c(NC(=O)Nc2cccc(OC)c2)c1 | 9 | 0.1 | 0.5 | -1
CCOC(CNC(=O)c1ccc(CNC(=O)c2ccc(OC)c(OC)c2)cc1)OCC | 7 | 0.1 | 1.6 | 1
Cc1nc(N)nc2nc[nH]c(=O)c12 | 7 | 0.1 | -0.1 | -7
COc1nc(C)nc(NC(=O)NS(=O)(=O)c2ccc(C)cc2)n1 | 3 | 0.2 | -1.0 | -4

Source: PubChem (The Scripps Research Institute Molecular Screening Center)
